Assay outcomes as filed in PubChem.
Mcl1 Noxa PPI: disrupts binding of human Mcl-1 to Noxa peptide | inhibition, % at 21.7 µM | TR-FRET Mcl-1/Noxa peptide binding, 2 h | Q07820 | AID 1022 | 220,000 compounds, 1.5% hits;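 active means compounds that cut the protein-peptide binding signal by more than 50% relative to plate controls in a single-dose test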;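 further: His-tagged Mcl-1 with rhodamine Noxa BH3 peptide and terbium anti-His antibody; 0% = Mcl-1 plus Noxa peptide wells and 100% = peptide-only wells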
Target sequence (Q07820 whole entry, looked up): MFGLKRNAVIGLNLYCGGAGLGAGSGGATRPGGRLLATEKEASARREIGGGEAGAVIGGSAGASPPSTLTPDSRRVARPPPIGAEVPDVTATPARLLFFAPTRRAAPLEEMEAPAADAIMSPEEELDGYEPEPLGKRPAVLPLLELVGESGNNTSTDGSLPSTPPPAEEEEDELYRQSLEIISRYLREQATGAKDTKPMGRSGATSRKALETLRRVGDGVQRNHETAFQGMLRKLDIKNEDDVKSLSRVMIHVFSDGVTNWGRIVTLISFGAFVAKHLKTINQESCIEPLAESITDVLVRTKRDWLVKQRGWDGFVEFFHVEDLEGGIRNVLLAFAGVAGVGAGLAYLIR
Bim-Bcl-2: human Bim-Bcl-2 interaction inhibition; AID 950; Bead-based flow cytometry, Bim peptide-Bcl-2 binding; inhibition, % at 10 µM; 190,000 compounds, 0.06% hits; in the data active means inhibition above about 40%; inconclusive means no clear call, values can overlap the other calls;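 further: 0% = no compound wells with probe peptide and 100% = reference peptide inhibitor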
Target sequence (P10415 whole entry, looked up): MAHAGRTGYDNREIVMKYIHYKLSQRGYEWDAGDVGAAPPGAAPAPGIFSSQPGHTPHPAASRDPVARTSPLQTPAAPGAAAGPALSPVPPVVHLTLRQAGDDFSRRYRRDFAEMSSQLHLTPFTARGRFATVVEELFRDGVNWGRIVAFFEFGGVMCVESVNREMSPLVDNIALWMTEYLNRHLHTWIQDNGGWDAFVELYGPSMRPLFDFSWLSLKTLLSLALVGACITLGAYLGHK
Bcl-W Bim block: inhibitors of Bim-Bcl-W interaction, human; Q92843; bead-based flow cytometry, Bim peptide-Bcl-W binding; inhibition, % at 10 µM; 190,000 compounds, 0.02% hits; AID 952;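 further: 0% = bound tracer without compound and 100% = peptide blocker; higher means less fluorescent Bim peptide bound to Bcl-W beads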
Bim-Bcl-B: disrupts Bim peptide binding to human Bcl-B | Q9HD36 | bead-based flow cytometry | inhibition, % at 10 µM | 190,000 compounds, 0.073% hits;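 further: 0% = tracer peptide without compound and 100% = reference inhibitor peptide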
Target sequence (Q9HD36 whole entry, looked up): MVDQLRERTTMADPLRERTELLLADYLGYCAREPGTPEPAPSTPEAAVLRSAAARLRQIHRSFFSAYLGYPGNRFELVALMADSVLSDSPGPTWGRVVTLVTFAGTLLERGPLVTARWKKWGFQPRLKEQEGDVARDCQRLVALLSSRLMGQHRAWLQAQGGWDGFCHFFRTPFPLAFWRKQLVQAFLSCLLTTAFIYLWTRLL
RGS8-Gao: human RGS8-Galphao interaction regulation | AID 1423 | P09471 | response (percent of control binding), % at 10 µM | multiplexed bead flow cytometry, RGS8-Galphao binding; actives lie on both sides | 220,000 compounds, 0.34% hits; in the data active means response below about 60% or above about 140%; inactive means in between;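 further: Galphao activated as the GDP aluminium fluoride complex binding bead-coupled RGS8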
Mcl-1 Bim block: disrupts Bim peptide binding to human Mcl-1. Q07820. Bead-based flow cytometry, Bim peptide-Mcl-1 binding. inhibition, % at 10 µM. 190,000 compounds, 0.1% hits. AID 1009;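 further: 0% = no compound tracer wells and 100% = peptide blocker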
Bim-Bcl-XL: human Bim-Bcl-XL interaction inhibition. 190,000 compounds, 0.04% hits. Bim peptide-Bcl-XL binding, bead flow cytometry, fluorescence. inhibition, % at 10 µM
Target sequence (Q07817 whole entry, looked up): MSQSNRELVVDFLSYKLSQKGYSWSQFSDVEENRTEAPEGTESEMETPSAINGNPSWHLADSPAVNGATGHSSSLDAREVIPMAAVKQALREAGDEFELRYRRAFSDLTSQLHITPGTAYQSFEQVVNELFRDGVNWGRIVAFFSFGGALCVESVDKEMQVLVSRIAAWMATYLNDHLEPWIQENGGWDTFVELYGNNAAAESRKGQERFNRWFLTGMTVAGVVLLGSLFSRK
Bim-Bfl-1: human Bim-Bfl-1 interaction inhibition. Q16548. Bead-based flow cytometry, Bim-Bfl-1 binding inhibition. inhibition, % at 10 µM. 190,000 compounds, 0.12% hits;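 further: 0% = wells without compound plus tracer and 100% = blocker peptide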
RGS7-Gao reg: regulators of human RGS7-Galphao interaction | P09471 | Multiplexed bead flow cytometry, RGS7-Galphao binding; actives lie on both sides | binding response (% of control), % at 10 µM | 220,000 compounds, 0.35% hits; in the data active means binding response below about 49% or above about 150%; inconclusive means no clear call, values can overlap the other calls; inactive means in between;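 further: fluorescent Galphao held in activated GDP-AlF4 state binding bead-coupled RGS7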
RGS4-Gao reg: human RGS4-Galphao interaction regulation. 220,000 compounds, 0.33% hits. binding response (% of control), % at 10 µM. Multiplexed bead flow cytometry, RGS4-Galphao binding; actives lie on both sides. P09471; in the data active means binding response below about 49% or above about 150%; inactive means in between;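 further: fluorescent Galphao activated with aluminum fluoride binding bead-coupled RGS4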
Mcl1-Bid inh: disrupts binding of human Mcl-1 to Bid peptide; TR-FRET Mcl-1/Bid-Dy647 peptide binding, 1536-well; Q07820; 220,000 compounds, 0.97% hits; inhibition, % at 21.7 µM;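 active means compounds that cut the binding signal by more than half at the single screening dose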;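 further: His-tagged Mcl-1 with europium anti-His antibody binding Bid BH3 peptide; 0% = Mcl-1 plus peptide wells and 100% = peptide-only wells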
An asterisk follows results filed as active; ? = inconclusive; . = no result given. Unless noted, no stated cut-off is given here; in the data, active means inhibition above about 40%.

entry	SMILES	Mcl1 Noxa PPI	Bim-Bcl-2	Bcl-W Bim block	Bim-Bcl-B	RGS8-Gao	Mcl-1 Bim block	Bim-Bcl-XL	Bim-Bfl-1	RGS7-Gao reg	RGS4-Gao reg	Mcl1-Bid inh
1	CC1CCN(CCCNC(=O)c2coc3nc4ccccc4nc23)CC1	10	-2	-2	-2	98	-2	-2	0	97	95	-20
2	CCCNC(=O)c1cc2cc([N+](=O)[O-])ccc2s1	-1	0	0	-1	102	2	-1	-5	104	102	-29
3	O=C(CCCCCn1c(=S)[nH]c2cc3c(cc2c1=O)OCO3)N1CCN(Cc2ccccc2)CC1	23	-4	3	-8	96	2	0	-5	101	100	-18
4	O=C(CCSc1nnc2ccccn12)Nc1ccc2c(c1)OCO2	12	-3	-6	-6	103	-4	-2	-7	104	103	-30
5	Cc1ccc(OCC(=O)c2ccc3c(c2)CCCC3)cc1C	-8	-3	7	-2	99	-1	-4	-11	98	100	-4
6	Cc1nn2c(-n3ccnc3)c3c(nc2c1-c1ccccc1)CCC3	20	-7	3	-5	102	3	-8	-7	106	105	-3
7	Cc1cc(NC(=O)CSc2nnc(-c3ccncc3)n2N)ccc1Br	7	-14	-5	-7	102	-3	-12	-14	105	102	-21
8	CCC(C)c1c(O)nc(SCc2ccccc2)[nH]c1=O (centres undefined)	-2	0	-4	-4	101	0	-4	-2	102	101	-45
9	Cc1ccc(CN2CCN(Cc3cnc(C)s3)CC2CCO)cc1 (centres undefined)	15	-2	0	-4	99	0	-2	-2	101	104	-5
10	Cc1noc(NS(=O)(=O)c2ccc(N/C=C\C(=O)c3ccccc3)cc2)c1C	-3	-4	-1	-2	101	1	-1	-4	96	100	-12
11	O=C(Nc1ccccc1N1CCN(C(=O)c2ccccc2)CC1)c1ccc2c(c1)OCO2	11	-8	0	-7	101	0	-4	-12	98	101	-44
12	COc1cccc(CNC(=O)CCC2CCCN(C(=O)CCC(F)(F)F)C2)c1 (centres undefined)	-8	-5	-1	-7	103	-6	-7	-3	103	101	-62
13	CCCCc1ccc(NC(=S)N2CCC(O)CC2)cc1	0	-3	0	-2	98	1	2	-2	95	99	-44
14	CCOC(=O)C1(Cc2ccccc2C(F)(F)F)CCN(Cc2ccon2)CC1	10	.	.	.	101	.	.	.	?	100	-16
15	O=C1c2ccccc2C(Nc2ccccc2)N1c1cccnc1 (centres undefined)	-5	-8	2	-2	98	-2	-1	-9	103	101	-20
16	Cc1cc(C)nc(N2CCC(CNC(=O)CCc3ccccc3)CC2)n1	0	0	-1	-2	101	0	-3	-4	100	100	0
17	Cc1cccc(C)c1OCCNC(=O)c1ccc2ccccc2n1	8	-8	0	-2	101	-2	-1	-7	?	102	-14
18	Cc1cccc(OCC(=O)Nc2ncn[nH]2)c1C	11	.	.	.	99	.	.	.	?	99	-18
19	N#Cc1cnn(Cc2ccccc2)c1/N=C/N1CCOCC1	13	-1	2	-3	101	0	0	-4	103	102	5
20	COC(=O)Cc1c(C)nc2nc(-c3ccc(C)cc3)[nH]n2c1=O	18	-8	-6	-5	100	-4	-7	-10	101	103	8

Record cards, as listed above:
`Cc1ccc(OCC(=O)c2ccc3c(c2)CCCC3)cc1C` is listed as Mcl1 Noxa PPI = -8; Bim-Bcl-2 = -3; Bcl-W Bim block = 7; Bim-Bcl-B = -2; RGS8-Gao = 99; Mcl-1 Bim block = -1; Bim-Bcl-XL = -4; Bim-Bfl-1 = -11; RGS7-Gao reg = 98; RGS4-Gao reg = 100; Mcl1-Bid inh = -4
`O=C(CCCCCn1c(=S)[nH]c2cc3c(cc2c1=O)OCO3)N1CCN(Cc2ccccc2)CC1` is listed as Mcl1 Noxa PPI = 23; Bim-Bcl-2 = -4; Bcl-W Bim block = 3; Bim-Bcl-B = -8; RGS8-Gao = 96; Mcl-1 Bim block = 2; Bim-Bcl-XL = 0; Bim-Bfl-1 = -5; RGS7-Gao reg = 101; RGS4-Gao reg = 100; Mcl1-Bid inh = -18

Later entries:
entry	SMILES	Mcl1 Noxa PPI	Bim-Bcl-2	Bcl-W Bim block	Bim-Bcl-B	RGS8-Gao	Mcl-1 Bim block	Bim-Bcl-XL	Bim-Bfl-1	RGS7-Gao reg	RGS4-Gao reg	Mcl1-Bid inh
21	COc1ccc(OC)c(C2/C(=C(/O)c3ccccc3)C(=O)C(=O)N2Cc2ccco2)c1 (centres undefined)	1	-2	-7	-8	109	-3	-7	-2	105	106	-45
22	CCCCCC(=O)Nc1cccc(C2=NOC3(C2)C[C@H](C(N)=O)N(C(=O)CC#N)C3)c1 (some centres undefined)	30	.	.	.	99	.	.	.	?	104	-75
23	COC(=O)c1c(-c2ccccc2)csc1NC(=O)c1ccco1	-1	-3	-2	0	82	-1	7	-5	94	88	7
24	Cc1ccsc1C(=O)OCC(=O)Nc1c(C)n(C)n(-c2ccccc2)c1=O	3	-2	-3	-3	103	0	-2	-14	103	101	-4
25	CCCN(CCC)C(=O)CCS(=O)(=O)c1cccc2nsnc12	-3	-4	0	-9	99	0	-3	-9	98	98	-1
26	Cc1ccccc1OCCn1c(=O)oc2ccccc21	-12	-11	1	-7	100	-3	0	-14	98	97	-7
27	CN1CCN(c2ncc(CN3C(=O)c4ccccc4C3=O)s2)CC1	2	-5	-2	-1	100	0	-2	-4	?	101	-19
28	S=C1NCN(C2CCCCC2)CN1Cc1ccccc1	7	-3	-4	-7	93	-4	-8	-4	90	86	-62
29	O=C(CCS(=O)(=O)Cc1ccccc1F)N1CCc2ccccc2C1	2	-3	-2	-3	100	-3	-2	-4	100	101	3
30	CCOC(=O)C(=CNc1cccc(N)n1)C(=O)OCC	11	-9	-4	-6	102	-4	1	-9	100	101	-18
31	Cc1ccc(-n2c(=O)cc(N3CCN(C(=O)c4ccco4)CC3)[nH]c2=O)cc1	14	-2	0	-5	97	0	-4	-7	94	96	-19
32	Cc1[nH]c(=O)nc2c1CCC2	-3	-5	-2	-9	96	-2	-3	-14	89	91	-9
33	CSc1ccccc1NC(=O)CSc1nncs1	11	-5	2	-6	103	-1	-1	-10	?	102	-24
34	Cc1ccc(C=Nc2ccccc2C(N)=O)cc1	-5	-7	3	-6	99	-1	-3	-13	102	101	-21
35	CC(C)n1c(SCc2ccc(Cl)cc2)nc2c1c(=O)[nH]c(=O)n2C	-16	-6	-3	-3	100	-1	-2	0	107	105	5
36	C/C(=N\NC(=O)C(=O)Nc1cc(Cl)ccc1Cl)c1ccncc1	-21	3	0	-2	97	1	0	2	97	97	-7
37	O=C(CNc1cccc(C(F)(F)F)c1)N/N=C/c1ccccc1C(=O)O	-8	.	.	.	103	.	.	.	?	101	-22
38	Cc1cc(=O)[nH]c(SCC(=O)N2CCCc3ccccc32)n1	-11	9	-5	-8	102	-2	-7	-4	103	103	-15
39	Cc1csc(SCC(=O)Nc2cccc(S(=O)(=O)N3CCCC3)c2)n1	-2	-10	-2	-10	103	-2	-6	-19	99	99	-6
40	O=C(NC1(C(=O)NC2CCCCC2)CCCCC1)c1ccccn1	0	-5	-2	-11	105	0	-4	-12	100	101	2

Additional entries follow:
entry	SMILES	Mcl1 Noxa PPI	Bim-Bcl-2	Bcl-W Bim block	Bim-Bcl-B	RGS8-Gao	Mcl-1 Bim block	Bim-Bcl-XL	Bim-Bfl-1	RGS7-Gao reg	RGS4-Gao reg	Mcl1-Bid inh
41	c1ccc(N2CCN(c3nc4cc5c(cc4s3)OCO5)CC2)cc1	19	-12	-3	-42	93	-15	-1	19	124	100	32
42	C=CCNC(=S)N1CCN(C2CCCCC2)CC1	6	.	.	.	93	.	.	.	?	95	-55
43	Cc1cc(C)c(OCCOCCN(C)C)c(Br)c1	33	0	-4	-3	102	-5	-7	-4	105	103	7
44	CCC/C(O)=C1\C(=O)CC(c2ccccc2)CC1=NC (centres undefined)	-1	0	-1	2	92	-1	0	-1	96	95	-4
45	Cc1ccc2cc(S(=O)(=O)NCCCN3CCOCC3)ccc2c1	18	0	2	1	124	1	1	0	107	107	-3
46	CCCn1nnnc1SCC(=O)Nc1cccc(NC(=O)c2ccco2)c1	6	-6	2	-9	100	-5	-4	-10	95	96	1
47	Nn1c(SCC(=O)NCc2ccccc2)nnc1C1CC1	10	-2	0	-4	101	2	-2	-12	104	98	-15
48	Cc1cc(NS(=O)(=O)c2ccc(NC(=O)c3ccco3)cc2)no1	6	-5	-2	-4	104	-2	-5	-4	100	104	-15
49	O=C(Cn1nnc2ccccc21)c1ccc(Cl)cc1	-15	.	.	.	102	.	.	.	?	86	-15
50	O=C(CCl)N(Cc1ccccc1)c1ccccc1	3	-2	-2	-1	100	-4	-3	0	98	99	3
51	C1CN(c2nc3nonc3nc2N2C[C@H]3CC[C@H]2C3)CCS1	1	1	-2	1	97	-3	-3	5	?	97	-58
52	CC1(C)Cc2c(sc3c2c(N)nc(=S)n3Cc2ccc(Br)cc2)CO1	-62	.	.	.	102	.	.	.	?	101	-40
53	CSc1ccc(CN(C)Cc2nc3cc(C(F)(F)F)ccc3c(=O)[nH]2)cc1	8	-7	-3	-5	103	-2	-5	-6	99	104	-9
54	CCCn1c(N)c(Sc2ccc(Cl)cc2)c(=O)n(CCC)c1=O	-4	-7	1	-7	101	0	8	-11	104	103	-18
55	C=C1/C(=C\C=C2/CCC[C@]3(C)[C@@H]([C@H](C)CCCC(C)(C)O)CC[C@@H]23)C[C@@H](O)C[C@@H]1O	7	-2	1	0	102	1	0	0	99	101	4
56	CNC(=O)CSc1cnc2ccccc2n1	3	-5	1	-5	105	0	1	-6	100	102	-9
57	C=CCNC(=O)c1ccccc1NC(=O)c1ccccc1SC	27	0	0	-2	101	1	-3	-6	103	98	-23
58	COc1ccc(NC(=O)c2oc3ccccc3c2NC(=O)c2ccco2)cc1	-25	7	0	-1	100	0	-6	3	102	100	-22
59	CCC(C)NC(=S)Nc1ccc(C(=O)OC)cc1 (centres undefined)	2	0	3	-1	98	0	2	-2	94	99	-10
60	Cc1cccn2c(CN3CCCN(C=O)CC3)c(C(=O)N(C)CCc3ccccc3)nc12	6	1	0	0	102	0	0	2	?	99	-25

In the list so far, 7 contain a furan ring, fused or not.
entry	SMILES	Mcl1 Noxa PPI	Bim-Bcl-2	Bcl-W Bim block	Bim-Bcl-B	RGS8-Gao	Mcl-1 Bim block	Bim-Bcl-XL	Bim-Bfl-1	RGS7-Gao reg	RGS4-Gao reg	Mcl1-Bid inh
1	CC1CCN(CCCNC(=O)c2coc3nc4ccccc4nc23)CC1	10	-2	-2	-2	98	-2	-2	0	97	95	-20
21	COc1ccc(OC)c(C2/C(=C(/O)c3ccccc3)C(=O)C(=O)N2Cc2ccco2)c1 (centres undefined)	1	-2	-7	-8	109	-3	-7	-2	105	106	-45
23	COC(=O)c1c(-c2ccccc2)csc1NC(=O)c1ccco1	-1	-3	-2	0	82	-1	7	-5	94	88	7
31	Cc1ccc(-n2c(=O)cc(N3CCN(C(=O)c4ccco4)CC3)[nH]c2=O)cc1	14	-2	0	-5	97	0	-4	-7	94	96	-19
46	CCCn1nnnc1SCC(=O)Nc1cccc(NC(=O)c2ccco2)c1	6	-6	2	-9	100	-5	-4	-10	95	96	1
48	Cc1cc(NS(=O)(=O)c2ccc(NC(=O)c3ccco3)cc2)no1	6	-5	-2	-4	104	-2	-5	-4	100	104	-15
58	COc1ccc(NC(=O)c2oc3ccccc3c2NC(=O)c2ccco2)cc1	-25	7	0	-1	100	0	-6	3	102	100	-22
